# Source: PubChem BioAssay
# Dengue-2 NS5 capping: Dengue-2 NS5 methyltransferase inhibitors, primary screen, biochemical, confirmation dose response (AID 588689); Dengue-2 NS5 methyltransferase capping enzyme assay, biochemical; higher % means a stronger effect; 340,000 compounds, 0.3% hits; inhibition, % at 25 µM, or IC50 in µM where a hit was titrated; in the data active = a potency from the dose series; inconclusive = inhibition above about 29% without an active follow-up result
# NTR1 agonist: agonists of NTR1, primary screen, imaging, U2OS cells, beta-arrestin-GFP, high content (AID 493036). activation, % at 20 µM. Neurotensin receptor type 1 (Homo sapiens), P30989. 330,000 compounds, 0.17% hits. NTR1-U2OS beta-arrestin-GFP spot imaging, agonist mode;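 active = activation at or above 40% of the spot to cytoplasm intensity ratio, with at least 20 cells analyzed; inconclusive = wells under 20 cells, flagged as cytotoxic or low count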;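 note: 0% = DMSO without peptide and 100% = 100 nM NTR1 peptide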
# Target sequence (P30989 whole entry, looked up): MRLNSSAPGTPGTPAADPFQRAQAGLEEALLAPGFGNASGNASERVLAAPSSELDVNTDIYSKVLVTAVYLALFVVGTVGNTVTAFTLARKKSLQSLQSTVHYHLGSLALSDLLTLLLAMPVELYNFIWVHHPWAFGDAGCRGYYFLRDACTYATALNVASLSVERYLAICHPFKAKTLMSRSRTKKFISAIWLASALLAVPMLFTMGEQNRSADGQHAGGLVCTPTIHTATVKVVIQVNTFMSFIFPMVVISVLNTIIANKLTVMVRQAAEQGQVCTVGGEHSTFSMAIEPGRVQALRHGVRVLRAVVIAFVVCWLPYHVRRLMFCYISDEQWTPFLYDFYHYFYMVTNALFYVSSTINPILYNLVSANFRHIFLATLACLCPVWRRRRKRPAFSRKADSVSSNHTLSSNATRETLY
# Large T inhibition: SV40 large T antigen inhibitors, biochemical (AID 1903). SV40 large T antigen ATPase/helicase inhibition assay; higher % means a stronger effect. inhibition, % at 20 µM; hits with a dose series show IC50 in µM. 310,000 compounds, 0.39% hits; in the data active = a potency from the dose series; inconclusive = inhibition mostly from about 32% at the one dose, without a potency; inactive = the rest, 99 in 100 with inhibition below about 32%; note: strong numbers were not always called active
# West Nile virus CPE: West Nile virus antiviral activity, cell-based, CPE readout (AID 1621); CPE inhibition, % at 10 µM, or IC50 in µM where a hit was titrated; 290,000 compounds, 0.02% hits; West Nile virus-infected cells, CPE inhibition; higher % means a stronger effect; in the data active = a potency from the dose series; inconclusive = CPE inhibition mostly from about 3.7% at the one dose, without a potency; inactive = the rest, 99 in 100 with CPE inhibition below about 2.2%; note: strong numbers were not always called active
# SIAH1 antagonists: Siah-1 peptide-binding antagonists, primary screen, biochemical, fluorescence polarization, rhodamine-plectin, uHTS (AID 1817) | E3 ubiquitin-protein ligase SIAH1 (Homo sapiens) | Siah-1 / rhodamine-plectin peptide fluorescence polarization; higher % means a stronger effect | displacement, % at 20 µM, or IC50 in µM where a hit was titrated | 290,000 compounds, 0.02% hits;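 active = displacement of at least 50% at 20 µM, with a fluorescence ratio check between 0.3 and a set limit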;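 note: plate controls were Siah plus tracer with DMSO for no effect and tracer alone without Siah for full effect; strong numbers were not always called active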
# MgcRacGAP inhibition: MgcRacGAP GTPase-activating activity inhibitors, confirmation, biochemical, ADP Hunter fluorescence; 340,000 compounds, 0.6% hits; AID 624330, 2012; one-dose inhibition, % at 30 µM; IC50 in µM for titrated hits; MgcRacGAP-stimulated Rac1 GTP hydrolysis, ADP Hunter fluorescence; higher % means a stronger effect; GST-tagged Rac1 F28L mutant substrate; Rac GTPase-activating protein 1 (Homo sapiens);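 active = first-screen hits whose inhibition reached a set limit at any dose in the follow-up dose series; inconclusive = inhibition above the set first-screen limit but never retested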;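 note: fluorescence reports GDP produced by GAP-driven GTP hydrolysis; strong numbers were not always called active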
# AID2073: inhibitors of Mint1-CaV2.2 protein interaction, biochemical, HTRF (AID 2073); HTRF protein-protein interaction, Mint1-CaV2.2; higher % means a stronger effect; Voltage-dependent N-type calcium channel subunit alpha-1B (Homo sapiens); 290,000 compounds, 0.19% hits; one-dose inhibition, % at 20 µM; IC50 in µM for titrated hits; in the data active = inhibition mostly above about 51%, no sharp cut-off; inconclusive = no clear call, values can overlap the other calls; inactive = mostly below about 53%; note: some results filed as inactive read as strong as hits
# UTI89 phage lysis: inhibition of K1F phage lysis, E. coli UTI89, bacterial capsule biogenesis inhibitors, alamar blue (AID 488966). E. coli UTI89 K1F phage lysis, alamar blue, 2 h; higher % means a stronger effect. 340,000 compounds, 0.02% hits. inhibition, % at 100 µM; hits with a dose series show IC50 in µM;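 active = phage lysis inhibition, versus mean bacterial control, above a set limit; inconclusive = no clear call, values can overlap the other calls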;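 note: capsule biogenesis inhibitors block K1F phage lysis so surviving cells raise fluorescence; higher fluorescence means more inhibition of phage lysis; actives were called in the ten point dose series up to 300 µM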
# RSV CPE inhibition: RSV antiviral activity via CPE protection, HEp-2 cells, primary 10 µM value included (AID 2391). HEp-2 cells, RSV-induced CPE inhibition; higher % means a stronger effect. 310,000 compounds, 0.13% hits. CPE inhibition, % at 10 µM; hits with a dose series show IC50 in µM; in the data active = a potency from the dose series; inconclusive = CPE inhibition mostly from about 23% at the one dose, without a potency; inactive = the rest, 99 in 100 with CPE inhibition below about 21%; note: strong numbers were not always called active
# NTR1 agonist cell count 20 µM: also measured in NTR1 agonist; calls as there; cell count; measured here: cell count, cytotoxicity flag
# Dengue-2 NS5 capping pilot replicate: further read-out of Dengue-2 NS5 capping, marked with its call; inhibition, %; measured here: pilot screen replicate inhibition
# Starred values were filed as active, the others as inactive; ? = inconclusive; nt = not tested or not shown; & = joins results of further samples; [ ] = another dose, or the depositor's remark.
SMILES,Dengue-2 NS5 capping,NTR1 agonist,NTR1 agonist cell count 20 µM,Large T inhibition,West Nile virus CPE,SIAH1 antagonists,MgcRacGAP inhibition,AID2073,UTI89 phage lysis,RSV CPE inhibition,others
CC(OC(=O)c1cccs1)C(=O)NC1CC1 (stereo not drawn),-15%,1.0,57,1%,-0.3%,-5%,2%,-7%,0.3%,0.9%,
Cc1cc(OC(=O)c2ccccc2Cl)cc(=O)n1C,-29%,2.6,52,14%,-0.2%,1%,-1%,-6%,0.7%,0.7%,
CC(/C=C1\SC(=S)N(NC(=O)c2ccc(C)cc2)C1=O)=C\c1ccccc1,-6%,-0.7,87,9%,0.0%,-1%,3%,-8%,0.9%,?,
CCCC(=O)N1CCc2[nH]c3ccccc3c2C1,6%,-1.2,46,9%,0.1%,4%,3%,-4%,0.2%,1.7%,
Cc1ccc(O)c(C(=O)CC(=O)c2ccc(C(C)(C)C)cc2)c1,4%,2.9,36,15%,-1.8%,2%,3%,13%,-0.1%,9.0%,
CCn1c(SCC(=O)Nc2nccs2)nnc1C1CC1,-6%,1.4,99,5%,-0.3%,0%,3%,-6%,0.2%,0.9%,
CCCN(CCC)CCCNC(=O)C1c2cc(OC)c(OC)cc2C(=O)N(C)C1c1cccs1 (stereo not drawn),10%,-1.2,78,-2%,0.2%,0%,-2%,1%,0.1%,0.9%,
O=Cc1ccc(OCc2nnc(-c3ccccc3Br)o2)cc1,-3%,-0.1,55,8%,-0.5%,11%,5%,35%,-0.1%,5.1%,
COc1ccc(C2C=C(c3ccc(C)c(C)c3)Nc3ncnn32)c(OC)c1OC (stereo not drawn),6%,nt,nt,14%,2.5%,3%,-1%,11%,4.7%,0.6%,
COc1ccc(S(=O)(=O)N(CC(=O)N2CCN(c3ccccc3)CC2)c2ccccc2)cc1,-6%,-0.3,79,0%,0.3%,1%,5%,-5%,-0.3%,9.4%,
Cc1c(C(=O)NCc2ccc3c(c2)OCO3)oc2ccccc12,-1%,0.4,67,0%,-0.8%,16%,15%,-1%,0.6%,11%,Dengue-2 NS5 capping pilot replicate=2.7
Cc1cc(C)c(N(C(=O)CN2C(=O)c3ccccc3S2(=O)=O)C(C(=O)NCC2CCCO2)c2ccc(F)cc2)c(C)c1 (stereo not drawn),-2%,4.3,53,17%,-0.4%,1%,7%,-2%,0.4%,4.1%,

# Next section; it opens with the two that closed the last part.
SMILES,Dengue-2 NS5 capping,NTR1 agonist,NTR1 agonist cell count 20 µM,Large T inhibition,West Nile virus CPE,SIAH1 antagonists,MgcRacGAP inhibition,AID2073,UTI89 phage lysis,RSV CPE inhibition,others
Cc1c(C(=O)NCc2ccc3c(c2)OCO3)oc2ccccc12,-1%,0.4,67,0%,-0.8%,16%,15%,-1%,0.6%,11%,Dengue-2 NS5 capping pilot replicate=2.7
Cc1cc(C)c(N(C(=O)CN2C(=O)c3ccccc3S2(=O)=O)C(C(=O)NCC2CCCO2)c2ccc(F)cc2)c(C)c1 (stereo not drawn),-2%,4.3,53,17%,-0.4%,1%,7%,-2%,0.4%,4.1%,
Cc1n[nH]c(C)c1CCNC(=O)C1CCC(=O)N(Cc2ccccc2F)C1 (stereo not drawn),-1%,0.2,60,-1%,1.8%,-6%,7%,9%,0.1%,1.2%,
C=CCn1c(-c2sc(-c3ccccc3)nc2C)n[nH]c1=S,-5%,-0.1,44,10%,0.3%,3%,11%,32%,0.1%,?,
COc1ccc(Nc2cc(C(=O)NCc3ccccn3)c3ccccc3n2)c(OC)c1,nt,-1.5,95,10%,0.2%,-1%,nt,-4%,nt,3.3%,
Cc1ccc(C(=O)NC(=S)NCc2ccco2)cc1,16%,0.8,87,2%,0.6%,6%,9%,10%,-0.3%,11%,
O=C(Cn1cnc([N+](=O)[O-])n1)c1ccccc1,-3%,-0.5,65,8%,0.1%,-2%,10%,0%,0.1%,0.5%,Dengue-2 NS5 capping pilot replicate=1.5
Cc1ccc(C2CC(=O)C=C(NCc3ccccc3)C2)cc1 (stereo not drawn),-1%,0.2,53,9%,-0.6%,15%,8%,0%,1.2%,nt,
Cc1cccc(N2CCN(C(=O)c3ccccc3OCc3c(C)noc3C)CC2)c1C,-3%,3.4,49,11%,nt,nt,9%,nt,-0.3%[50 µM],8.9%,
Cc1sc(NC(=O)c2ccco2)c(CN2CCN(c3ccccn3)CC2)c1C,-8%,3.9,61,5%,0.8%,0%,5%,-1%,0.9%,21%,Dengue-2 NS5 capping pilot replicate=-2.7
O=C(NCc1ccccn1)c1ccc(NS(=O)(=O)c2cccc([N+](=O)[O-])c2)cc1,-8%,1.5,89,nt,nt,nt,1%,nt,1.1%[50 µM],2.1%,
Cc1c[nH]c(=O)c([N+](=O)[O-])c1,-4%,-0.6,51,15%,0.0%,0%,-3%,-3%,0.1%,0.3%,
OC(COc1cccc2ccccc12)CN1CCN(c2ccc(Cl)cc2)CC1 (stereo not drawn),-6%,26,79,8%,0.0%&-1.9%,12%&5%,14%,8%&12%,0.0%,47%,
Cc1cc(C)cc(-n2ncc3c2CCCC3NC(=O)CCN2CCCC2=O)c1 (stereo not drawn),1%,-0.2,51,5%,-0.6%,2%,11%,-13%,1.6%[50 µM],1.8%,
CC(Oc1cccc(Cl)c1)C(=O)Nc1ccccc1N1CCCCC1 (stereo not drawn),1%,6.9,79,8%,nt,nt,9%,nt,1.2%[50 µM],2.4%,
O=C(NCC1CCN(Cc2ccccc2Cl)CC1)Nc1cccc(Cl)c1,-2%,1.6,61,9%,0.1%,-1%,-1%,-12%,-0.6%[50 µM],-3.5%,
CNc1ccccc1C(C)(C)c1cn(-c2ccc([N+](=O)[O-])cc2)nn1,-4%,2.7,43,14%,-0.9%,-1%,6%,3%,-0.1%,1.9%,
CC(SCc1ccccc1)C(=O)N/N=C/c1ccc(OCC(=O)NCc2ccco2)cc1 (stereo not drawn),-5%,-0.5,64,-1%,0.2%,4%,8%,0%,0.7%,1.6%,
N#C/C(=C\c1ccc(N2CCCCC2)c([N+](=O)[O-])c1)c1nn(-c2ccccc2)c(N)c1C#N,-2%,12,42,8%,-0.6%,10%,4%,15%,3.4%,12%,
Cc1c(NC(=O)CN2C(=O)NC3(CCC(C)CC3)C2=O)c(=O)n(-c2ccccc2)n1C (stereo not drawn),8%,-0.1,49,1%,0.5%,-2%,9%,10%,0.2%,0.6%,
CCn1c(-c2csc(-c3ccc(Cl)cc3)n2)n[nH]c1=S,0%,6.2,37,9%,nt,-1%,15%,-1%,0.8%,6.2%,
Cc1cc(C)nc(SCC(=O)Nc2cc(C)on2)n1,-7%,-1.5,85,9%,0.6%,-3%,5%,7%,0.2%,0.9%,
CC1(C)Cc2c(c(-c3ccco3)nc3sc4c(NCCCO)ncnc4c23)CO1,-11%,4.7,64,29%,-0.1%,0%,17%,5%,-0.1%,9.3%,
CCN(CC)C(=O)C1CCCN(C(=O)Nc2ccccc2)C1 (stereo not drawn),-1%,-1.0,68,0%,-0.3%,-2%,12%,-3%,1.0%,1.1%,
COc1ccc(N/C=C/C(=O)c2cc(OC)c(OC)c(OC)c2)cc1,-3%,3.8,75,-1%,?,5%,10%,26%,0.2%,-1.0%,Dengue-2 NS5 capping pilot replicate=-4.3
COc1ccc(C)cc1NC(=O)c1ccc(N(C)S(C)(=O)=O)cc1,6%,-0.2,65,0%,0.5%,3%,5%,-1%,4.5%,0.7%,
Cc1ccc(S(=O)(=O)CCSc2cccc(C(=O)Nc3ccccc3C(=O)O)c2)cc1,18%,4.5,69,14%,0.6%,6%,17%,7%,-0.3%,45%,
CC(=O)c1ccc(NC2=C(N3CCOCC3)C(=O)c3ccccc3C2=O)cc1,3%,0.5,45,14%,0.0%,5%,-10%,-12%,1.6%,-1.9%,
S=C(c1c[nH]c2ccc(Br)cc12)N1CCOCC1,7%,-2.1,90,5%,-0.4%,-4%,4%,-3%,0.2%,3.5%,
O=C(Cn1cccc1C(=O)c1ccccc1)NCCc1ccccc1,-4%,-0.3,60,11%,-0.1%,1%,-6%,3%,0.4%,0.8%,
O=C(Nc1ccccc1-c1ccccc1)C1CCCC1,-4%,-0.9,46,7%,-0.3%,4%,6%,5%,0.0%,-2.1%,
O=C(COC(=O)c1cc[n+]([O-])cc1)Nc1ccc(Br)cc1,-6%,-1.3,52,nt,nt,nt,6%,nt,2.3%,-0.2%,
COC(=O)CCc1c(C)c(C(=O)c2cccc(OC)c2OC)c2ccccn12,-3%,0.2,81,27%,0.8%,-4%,9%,3%,-0.1%,2.5%,
O=C(Oc1csc(=S)n1C(=O)c1ccccc1)c1ccccc1,?,3.3,34,7%,0.1%,0%,?,8%,-0.5%,1.0%,
Cc1cc2c(cc1C)NC(=O)CC(C(F)(F)C(F)(F)C(F)(F)F)=N2,-5%,3.1,81,3%,0.8%,-5%,5%,-13%,-0.1%,1.7%,
S=C1NCN(Cc2cccnc2)CN1c1cccc(Cl)c1,5%,-0.8,56,11%,0.1%,10%,-1%,1%,-0.8%,nt,
CCOC(=O)c1ccc(NC(=O)c2n[nH]c(=O)c3ccccc23)cc1,8%,-1.4,86,3%,0.0%,-5%,9%,16%,0.5%,4.0%,
COc1ccc(N2CCN(c3nc(=S)n(-c4ccccc4)c(C)c3C(C)=O)CC2)cc1,-13%,0.1,51,21%,-0.4%,-4%,19%,5%,-0.7%,0.6%,
CCOC(=O)c1cccc(NC(=O)CSc2nnc(COc3ccccc3)n2CC)c1,-1%,4.4,77,-2%,-0.5%,4%,7%,-5%,0.0%,6.1%,
COCCNc1nnc(SCC(=O)NC(=O)c2ccc(Cl)cc2)s1,3%,-0.4,68,nt,nt,nt,7%,nt,0.9%[50 µM],nt,
O=C(NNc1ccc(F)cc1)c1c(F)cccc1Cl,-9%,1.2,35,18%,-0.2%,2%,10%,-16%,-0.2%,-1.9%,
O=C(Nc1ccc2ccccc2c1)c1cccc(F)c1,-6%,2.5,94,6%,-0.1%,2%,2%,3%,-0.3%,20%,
COc1ccc(S(=O)(=O)N2CCN(C(=O)C3CCCO3)CC2)cc1 (stereo not drawn),0%,0.0,48,12%,-0.3%,0%,9%,6%,0.8%[50 µM],1.6%,
COc1ccc2nc(N3CCCC3)[nH]c2c1,-8%,-0.1,48,?,0.2%,4%,26%,-1%,-0.1%,0.1%,
CCc1ccc(CNC(=O)c2ccc(OC3CCN(C(C)=O)CC3)c(OC)c2)nc1,-6%,1.6,76,2%,0.3%,-2%,10%,2%,0.0%,1.4%,
